Bioassay records from PubChem BioAssay.
Autofluor 339 – intrinsic fluorescence of library compounds, ex339/em460 – biochemical, MLSMR library, data from DPM-DC assay, artefact control, profiling panel; compound autofluorescence, ex339/em460 nm, NADH buffer; hits give high values; 1 = no-compound wells, NADH background; fluorescence fold increase at 10 µM; hit rate 5.5% among 65,000;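 active means at 10 µM, mean starting fluorescence two-fold or more over control wells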;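 further: signal is the first read of a kinetic run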
Hsp90 block – displaces geldanamycin probe from tumor Hsp90; hit rate 0.35% among 64,000; inhibition, % at 30 µM; AID 429; NCI-N417 lysate Hsp90, Cy3B-geldanamycin FP displacement; P07900;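 active means inhibition above 50%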;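 further: 0% = tracer plus lysate wells and 100% = tracer alone without lysate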
JNK3 blocker – inhibitors of human JNK3 kinase; P53779; purified JNK3 kinase activity, HTS; inhibition, % at 8 µM; hit rate 0.61% among 60,000; AID 746; in the data active means inhibition above about 17%;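 further: 0% = DMSO and 100% = reference inhibitor; many of its hits are not listed in these tables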
MKP-1 inh – human dual specificity phosphatase 1 inhibition. P28562. recombinant MKP-1, OMFP hydrolysis fluorescence. inhibition, %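 (compounds tested at a single concentration somewhere between 10 and 100 µM)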. hit rate 0.15% among 65,000. AID 374;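 active means inhibition above about 50%, limit read from the data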;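 further: 0% = DMSO max control wells and 100% = wells with enzyme stopped by NaOH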
PKA kinase inh – inhibitors of human protein kinase A; PKA Kemptide phosphorylation, Kinase-Glo ATP luminescence; inhibition, % at 6 µM; hit rate 0.1% among 65,000;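 active means inhibition above the screen-wide mean inhibition plus 3 SD, cut at about 21% in these data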; further: many of its hits are not listed in these tables
Cdc25B block – inhibitors of human Cdc25B phosphatase | hit rate 0.1% among 65,000 | P30305 | inhibition, %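 (compounds tested at 10 µM final in the well)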 | recombinant Cdc25B, OMFP fluorescence Ex485/Em525; in the data active means inhibition above about 50%
ROCK2 inh – blocks human Rho kinase 2 activity; O75116; purified ROCK2, Kinase-Glo ATP depletion luminescence; hit rate 0.35% among 60,000; inhibition, % at 6 µM;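 active means inhibition above the screen-wide mean inhibition plus 3 SD, cut at about 18% in these data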;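 further: plate controls were DMSO wells for no effect and Y-27632 control wells after no-enzyme background subtraction for full effect; many of its hits are not listed in these tables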
Target sequence (O75116 whole entry, looked up): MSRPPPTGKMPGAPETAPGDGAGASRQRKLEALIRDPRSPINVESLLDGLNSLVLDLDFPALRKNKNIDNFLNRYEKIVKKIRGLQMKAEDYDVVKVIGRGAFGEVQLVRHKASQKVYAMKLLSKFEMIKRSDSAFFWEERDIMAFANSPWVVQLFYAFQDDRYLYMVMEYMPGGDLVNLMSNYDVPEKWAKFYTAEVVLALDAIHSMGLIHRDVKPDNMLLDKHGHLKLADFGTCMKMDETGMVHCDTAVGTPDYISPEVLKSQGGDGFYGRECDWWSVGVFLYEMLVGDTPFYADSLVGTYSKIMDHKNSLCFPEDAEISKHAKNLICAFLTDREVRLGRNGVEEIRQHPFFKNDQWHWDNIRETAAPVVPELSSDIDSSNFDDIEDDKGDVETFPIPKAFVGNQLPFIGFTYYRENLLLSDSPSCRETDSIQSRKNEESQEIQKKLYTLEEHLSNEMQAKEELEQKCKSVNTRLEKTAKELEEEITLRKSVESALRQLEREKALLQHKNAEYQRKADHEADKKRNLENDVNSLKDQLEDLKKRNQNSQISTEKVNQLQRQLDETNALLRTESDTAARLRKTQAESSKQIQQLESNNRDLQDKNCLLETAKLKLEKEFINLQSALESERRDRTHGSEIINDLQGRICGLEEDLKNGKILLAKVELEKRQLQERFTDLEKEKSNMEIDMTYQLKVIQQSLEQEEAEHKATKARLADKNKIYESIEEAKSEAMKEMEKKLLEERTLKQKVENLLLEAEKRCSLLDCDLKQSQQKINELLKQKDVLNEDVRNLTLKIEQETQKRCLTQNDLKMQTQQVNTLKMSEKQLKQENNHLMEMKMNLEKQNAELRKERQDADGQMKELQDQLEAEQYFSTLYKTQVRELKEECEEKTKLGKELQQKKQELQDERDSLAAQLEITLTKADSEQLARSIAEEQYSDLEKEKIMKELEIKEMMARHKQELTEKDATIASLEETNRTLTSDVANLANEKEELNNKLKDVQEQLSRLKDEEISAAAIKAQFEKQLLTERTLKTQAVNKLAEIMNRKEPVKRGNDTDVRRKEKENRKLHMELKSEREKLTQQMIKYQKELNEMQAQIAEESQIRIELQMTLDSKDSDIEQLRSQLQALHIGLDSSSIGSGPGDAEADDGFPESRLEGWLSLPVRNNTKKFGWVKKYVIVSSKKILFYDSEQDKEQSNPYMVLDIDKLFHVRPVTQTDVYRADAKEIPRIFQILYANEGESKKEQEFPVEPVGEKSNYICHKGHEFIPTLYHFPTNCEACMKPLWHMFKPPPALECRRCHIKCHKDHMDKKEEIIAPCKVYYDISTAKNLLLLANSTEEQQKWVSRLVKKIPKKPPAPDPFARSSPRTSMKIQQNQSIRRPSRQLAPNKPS
A340 absorber – absorbance at 340 nm | fold change at 10 µM | AID 708 | compound absorbance at 340 nm, fold over control | 65,000 tested, under 10 active;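 active means at 10 µM dose, initial 340 nm absorbance at least 2 fold that of control wells; inactive means change under 2 fold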;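 further: initial absorbance extrapolated from kinetic A340 decline of NADH oxidation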
Her2 expr inh – lowers expression of human Her2 kinase; P04626; SKBR-3 HER2 protein level, AlphaScreen, 18-24 h; hits give low values; HER2 level % of control, % at 10 µM; hit rate 0.69% among 65,000; AID 645;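 active means HER2 level under 5% of the carrier-only control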;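 further: 100% = DMSO carrier and 0% = 500 nM PU-H71 HSP90 inhibitor; lower value means stronger loss of Her2 protein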
* = called active by the depositor; · = no result given.

SMILES	Autofluor 339	Hsp90 block	JNK3 blocker	MKP-1 inh	PKA kinase inh	Cdc25B block	ROCK2 inh	A340 absorber	Her2 expr inh
COc1ccc(CCn2nnnc2C(C(C)C)N2CCN(c3ncccn3)CC2)cc1OC (stereo not drawn)	1.1	-4	4	-18	5	-8	4	1	98
CCOC(=O)N1CCC(N(CCCOC)C(=O)Nc2cccc(OC)c2)CC1	1.1	0	-12	12	6	-6	0	1	106
CCOC(=O)N1CCN(C(=O)C2CCN(Cc3nc(-c4ccccc4C)oc3C)CC2)CC1	1.1	-2	-1	13	6	-19	2	1	90
O=C(Nn1cnnc1)C1Cc2ccccc2CN1S(=O)(=O)c1ccc(F)cc1 (stereo not drawn)	0.94	-3	-1	4	2	-4	7	0.99	112
CCCCn1c(=N)n(CC(O)COc2ccccc2)c2ccccc21 (stereo not drawn)	1.1	0	-2	0	-1	-21	-1	1	116
COc1cccc(-c2nnc3n2N=C(C(C)(C)C)CS3)c1	1.1	·	·	9	-3	-25	·	1	·
CCN(C(=O)c1c(OC)cccc1OC)c1nnc(-c2cccnc2)s1	0.96	-12	3	-2	-3	-3	0	1	85
CCN(CC)C(=O)Nc1cnc2ccccc2c1	1.2	1	5	7	3	-5	4	1	80
COc1ccc(C(=O)C(c2ccccc2)N2CCOCC2)cc1 (stereo not drawn)	1.1	-3	2	15	1	-8	2	1	78
CN(CC(=O)NCc1ccc(Cl)cc1)S(=O)(=O)c1cccc2nsnc12	1.1	1	1	2	10	-4	4	1	86
CCCCn1c(=O)n(CC(=O)Nc2c(CC)cccc2CC)c(=O)c2c1nc(CO)n2CCC	1.1	·	·	26	8	-18	·	1	190
CCOC(=O)CSc1nc2ccccc2c(=O)n1C1CCCC1	1.1	-4	2	-27	2	-2	1	1	97
COC(=O)[C@H](C)NC(=O)Nc1ccc(OC(F)(F)F)cc1	1.1	0	6	-21	12	6	6	0.99	104
CCOc1ccc(S(=O)(=O)N(C)CCO)cc1-c1nc2c(C(C)(C)C)nn(C)c2c(=O)[nH]1	1.1	-1	-4	-13	1	8	4	1	250
COC(=O)CSC1=C(C#N)C(c2ccc(F)cc2)CC(=O)N1 (stereo not drawn)	1	-1	0	-4	4	-18	1	0.99	83
CC(=O)ON1C(C)(C)CC(OC(=O)c2ccccc2)CC1(C)C	1.1	2	-1	-12	8	-5	2	1	122
CCCCOC(=O)C(C#N)c1nc2ccccc2nc1N1CCOCC1 (stereo not drawn)	1.2	-2	-4	9	-1	-4	-4	1	243
CCC(c1nnnn1Cc1ccccc1)N(Cc1ccco1)Cc1cc2cc(OC)ccc2[nH]c1=O (stereo not drawn)	1.6	-1	-1	31	10	-13	5	0.99	66
Cc1ccc2oc(-c3ccc(NC(=O)c4cccnc4)cc3)nc2c1	2.1*	-2	-1	25	6	-6	-4	1.1	95
CCN(CC)S(=O)(=O)c1ccc(Cl)c(C(=O)Nc2nncs2)c1	1.1	-1	4	7	6	-11	-1	0.97	98
OC(Cn1cncn1)c1ccc(Cl)cc1 (stereo not drawn)	1.1	·	·	5	3	-5	·	1	95
O=C(c1ccco1)N1CCCN(C(=O)c2ccco2)CC1	1.1	-4	3	-4	-1	-10	2	1	117
CCOC(=O)c1ccc(NCc2ccc3c(c2)OCO3)cc1	1.1	-1	1	-6	9	-11	4	1.1	97
Cc1cc(C)cc(OCCCCCNCCO)c1	1.1	·	·	5	·	-4	·	1.1	·
O=C(c1ccco1)N1CCN(CC(O)Cn2c3ccccc3c3ccccc32)CC1 (stereo not drawn)	1.1	-3	·	30	11	-10	·	1	40

Following part
SMILES	Autofluor 339	Hsp90 block	JNK3 blocker	MKP-1 inh	PKA kinase inh	Cdc25B block	ROCK2 inh	A340 absorber	Her2 expr inh
O=C(O)CSc1nnc(Cn2cnc3ccccc32)n1CCc1ccccc1	1.1	10	1	17	-6	-6	6	1	171
CN(C)c1nc2c(c(=O)n(C)c(=O)n2C)n1CC(=O)c1cccs1	1.1	-2	·	14	6	8	·	1.1	116
CCOc1ccc2[nH]c(=O)c(CN(CCO)C(=O)c3ccc(Br)cc3)cc2c1	2.6*	-3	1	26	2	-9	0	1.1	87
COc1ccc(S(=O)(=O)Nc2cccc(Cl)c2)cc1OC	1.1	-4	1	-6	11	-11	8	0.97	84
COCCN1C=C(C(=O)OC)C(c2cc(Br)c(OC)c(OC)c2)C(C(=O)OC)=C1	2.3*	-2	-1	6	8	-17	5	1.1	95
O=C(COC(=O)c1ccco1)Nc1cccc(Br)c1	1	1	·	3	-3	-8	·	1	116
Cc1nc(NC(C)C(=O)O)c2nc(C)oc2n1 (stereo not drawn)	1.1	2	0	-10	6	12	4	0.99	102
COCCN1C(=O)C(CC(=O)Nc2ccc(C(=O)O)cc2)SC1=Nc1ccccc1 (stereo not drawn)	1.1	·	·	16	9	-11	·	1	71
O=C(Nn1c(=O)[nH]c2ccsc2c1=O)c1ccccc1	1.1	-3	·	2	4	-15	·	1.1	106
Cc1ccc(CN2CCN(C(=O)CCN3C(=O)c4ccccc4C3=O)CC2)cc1	1.1	1	6	-6	10	-3	4	1	113
Cc1cc(C)n(CC(=O)O)n1	1	-2	8	1	1	-2	0	0.97	85
Nc1nncn1C(=O)c1cc(Br)ccc1Cl	1.1	-2	-2	31	9	1	10	1.1	91
Cc1ccc(Cn2ncc3c(N4CCOCC4)ncnc32)cc1	1.1	1	6	-10	2	-1	4	0.98	128
CCn1c(SCC(=O)Nc2ccc(S(=O)(=O)Nc3ccccn3)cc2)nnc1-c1ccncc1	1.4	-2	4	9	0	-12	2	1.1	84
Cc1onc(-c2ccccc2Cl)c1C(=O)Nc1c(C)n(C)n(-c2ccccc2)c1=O	1.1	-4	4	-4	10	-25	2	1	113
CCOC(=O)Cn1c(=O)oc2cc(S(=O)(=O)N3CCc4ccccc43)ccc21	1.1	-3	-11	-7	7	-23	-1	1.1	21
O=C(c1ccco1)N1CCN(CCOCCOc2cccc3ccccc23)CC1	1.1	-2	4	-7	2	-17	10	1	103
Cn1nnc2cc(C(=O)N3CCC(c4ccccc4)C3)ccc21 (stereo not drawn)	1.1	0	0	23	13	2	10	1	99
Nc1nnnn1/N=C/c1ccccn1	1	-1	5	-23	2	5	3	1	118
COc1cccc(OC)c1C(=O)Nc1ccc2c(c1)OCCO2	1.1	-3	-1	-11	4	-1	5	1	90
COC(=O)C1=C(N)Oc2cc(C)n(CCCn3ccnc3)c(=O)c2C1c1ccc(Cl)cc1 (stereo not drawn)	1.1	-1	-9	15	-6	2	-6	1	158
CCN1CCC(C(=O)NC2CCCC2)(N(Cc2cccs2)C(=O)Cn2nnc3ccccc32)CC1	1.1	0	1	3	-5	-15	-4	0.99	89
COc1ccc(-c2noc(Cc3cccs3)n2)cc1	1.1	0	-8	5	-11	4	-3	1	71
CCCNS(=O)(=O)c1ccc(CCC(=O)NCc2ccco2)cc1	1.1	-20	7	-2	3	2	4	1	128
O=C(Nc1ccccc1C(=O)N1CCOCC1)c1cccc(S(=O)(=O)N2CCCC2)c1	1	5	2	-3	-5	3	2	0.97	121

Reformatted field by field: entries from further up.
> CCOC(=O)N1CCN(C(=O)C2CCN(Cc3nc(-c4ccccc4C)oc3C)CC2)CC1
  Autofluor 339: 1.1	Hsp90 block: -2	JNK3 blocker: -1	MKP-1 inh: 13	PKA kinase inh: 6	Cdc25B block: -19	ROCK2 inh: 2	A340 absorber: 1	Her2 expr inh: 90

> O=C(Nn1cnnc1)C1Cc2ccccc2CN1S(=O)(=O)c1ccc(F)cc1 (stereo not drawn)
  Autofluor 339: 0.94	Hsp90 block: -3	JNK3 blocker: -1	MKP-1 inh: 4	PKA kinase inh: 2	Cdc25B block: -4	ROCK2 inh: 7	A340 absorber: 0.99	Her2 expr inh: 112

> CCCCn1c(=N)n(CC(O)COc2ccccc2)c2ccccc21 (stereo not drawn)
  Autofluor 339: 1.1	Hsp90 block: 0	JNK3 blocker: -2	MKP-1 inh: 0	PKA kinase inh: -1	Cdc25B block: -21	ROCK2 inh: -1	A340 absorber: 1	Her2 expr inh: 116

> COc1cccc(-c2nnc3n2N=C(C(C)(C)C)CS3)c1
  Autofluor 339: 1.1	Hsp90 block: ·	JNK3 blocker: ·	MKP-1 inh: 9	PKA kinase inh: -3	Cdc25B block: -25	ROCK2 inh: ·	A340 absorber: 1	Her2 expr inh: ·

Carrying on:
SMILES	Autofluor 339	Hsp90 block	JNK3 blocker	MKP-1 inh	PKA kinase inh	Cdc25B block	ROCK2 inh	A340 absorber	Her2 expr inh
O=C(CN1C(=O)C2C3C=CC(C3)C2C1=O)Nc1nc(SCc2ccc(Cl)cc2)n[nH]1 (stereo not drawn)	1.1	-3	2	7	-1	-10	3	1	99
COC1Cc2ccccc2N(C(=O)N2CCN(CCO)CC2)c2ccccc21 (stereo not drawn)	1.2	29	-19	8	-6	9	-4	1.1	49
Cc1nc(CCNC(=O)c2ccccc2)cs1	1	-4	1	5	-1	0	0	0.97	92
COc1ccc(-c2ccnc(SCC(=O)N3CCOCC3)n2)cc1	1.5	-4	2	6	-6	5	-6	1	101
O=C(CN(C(=O)c1ccc2c(c1)OCCO2)c1ccccc1)NCC1CCCO1 (stereo not drawn)	1.1	-2	8	0	-4	0	-1	0.99	102
O=C(CN1CCN(c2ccccn2)CC1)Nc1ccc(OCc2ccccc2)cc1	1.1	0	0	0	5	-11	6	0.99	103
CC(=O)c1c(N2CCN(C(=O)C3CCCO3)CC2)nc(=S)n(-c2ccccc2)c1C (stereo not drawn)	1.1	-27	-1	8	2	2	3	1.1	95
CC(=O)c1ccc(CCCC(=O)O)cc1	1.1	-1	0	7	8	-7	3	1.1	83
C=CCn1cnc2c(c1=O)c1nc3ccccc3nc1n2-c1ccc(Cl)cc1	1.2	-2	-3	-14	2	21	-6	1	81
COc1ccccc1-n1c(SCC(N)=O)nc2c(c1=O)SCC2	1.1	-7	-2	0	2	-6	3	1.1	106
CN(C(=O)c1cc2n(n1)C(C(F)(F)F)CC(c1ccco1)N2)c1ccccc1 (stereo not drawn)	1.1	-5	2	-16	4	-17	2	1	74
CC1(C)CC(=O)C=C(Nc2ccc(F)cc2F)C1	1.1	-2	4	11	13	-16	5	1	60
CCn1c(SCC(=O)Nc2nccs2)nnc1-c1cc2cccc(OC)c2o1	1.2	1	-2	-20	2	5	-1	1	101
Cn1cc(C(=O)N2CCN(c3ccccn3)CC2)c(=O)c2cc(S(=O)(=O)N3CCOCC3)ccc21	1	1	-5	3	-5	-5	-2	1.1	90
CC1=CC(C)(C)N(C(=O)c2ccc(F)cc2)c2cc3c(cc21)OCO3	1.1	0	7	7	9	0	4	1	75
C=CCn1c(N)c(C(=O)NCCC2=CCCCC2)sc1=S	1.1	-2	·	4	7	-18	·	1	86
COCCNC(=O)c1cc(-c2cccc(OC)c2)on1	1.1	-3	-2	7	-6	4	-6	0.98	78
O=C(O)CCc1ccc(-c2ccc(Cl)cc2)n1CC(=O)O	1.1	2	0	8	0	-5	3	1	78
COc1cc(C(=O)Nc2ccc3c(c2)OCCO3)ccc1OC(F)F	1.1	0	-3	-10	-1	-12	-3	1	81
Cc1cc(C)n(-c2ccc(C(=O)C(C#N)c3nc4ccccc4n3C)cc2)n1 (stereo not drawn)	1	-3	-1	7	-1	1	1	1.2	83
COc1ccc(S(=O)(=O)N2CCCC2)c(C)c1C	1.1	-2	-4	2	-6	-1	-2	1	98
COc1nc(NCC(C)C)nc(Oc2ccc(OCc3ccccc3)nn2)n1	1.1	-4	2	26	6	-9	6	1.1	87
O=C(NCC1CCCO1)c1ccc2c(c1)N(Cc1ccccc1)C(=O)CS2=O (stereo not drawn)	1	-1	0	8	2	-2	-5	1	90
COc1ccc(N(CC(=O)NC(C)(C)C)S(=O)(=O)c2ccccc2)cc1OC	1.1	0	-13	17	-3	5	-7	1.1	125
O=C(Nc1ccc(-c2nnc(-c3ccccc3)o2)cc1)c1ccc(Br)o1	1.4	-3	-1	29	-2	4	3	1.1	74
COC(=O)c1sccc1NC(=O)c1csc2c1CCCC2	1.1	-8	0	7	4	-4	-3	1	65
CCc1nnc(NC(=O)c2ccc(COc3ccccc3)o2)s1	1.1	-1	1	5	-3	8	-5	1	84
C=CCn1c(N)c(C(=O)NCc2ccco2)sc1=S	1.1	0	-3	5	-2	-4	-1	1.2	94

These rows are one share of the data (hit frequency here may not be typical).
